# ERa SRC1 pot – ER-alpha (human) coactivator binding potentiation | TR-FRET ERalpha-LBD/SRC-Cy5 coactivator binding, 2 h; 100 = basal binding, no effect | AID 639 | P03372 | 1.3% of 86,000 active | coactivator binding (% of control), % at 25.6 µM; in the data active means activity above about 200%;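 further: binding measured in presence of low estradiol as agonist stimulus; 0% = peptide alone without receptor and 100% = receptor with peptide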
# CYP2C19 act – activators of human cytochrome P450 2C19; activation factor at 5 µM; 96,000 tested, under 10 active; P33261; AID 1025; recombinant CYP2C19, luciferin-H EGE luminescence; active compounds read high; 0 = fully inhibited enzyme, 1 = untreated enzyme;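 active means activation factor of at least 2 at 5 µM in the primary screen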;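 further: 0 = wells with 2.5 mM tranylcypromine and 1 = vehicle-only wells; values of inactives mirror those of a sister screen read the other way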
# HUVEC prolif 384 – blocks proliferation of human endothelial cells | HUVEC proliferation, CellTiter-Glo luminescence, 72 h; active compounds read low | viability, % at 10 µM (by protocol) | 1.1% of 86,000 active;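 active means viability at or below 30%; inactive means viability above 30%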;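 further: 100% = median luminescence of DMSO-only cell control wells on each plate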
# Lung fibro prol – blocks proliferation of human lung fibroblasts. 1.1% of 85,000 active. AID 719. LL 47 human lung fibroblast viability, ATP luminescence; active compounds read low. viability, % at 10 µM;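 active means viability at or below 50% in the single dose screen; inactive means viability above 50%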;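 further: compound exposure lasted 72 h before the ATP readout; 100% = median luminescence of untreated cell-only wells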
#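 material = human LL 47 lung fibroblast cells | dosing = compounds added from tenfold dosing solution, 0.1% DMSO final | timing = overnight cell rest, 72 h compound treatment at 37 °C | measured by = CellTiter-Glo luminescence measuring cellular ATP | evaluation = % viability versus median cells-only luminescence | control set = cell-only wells, no compound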
# H69AR growth 86K – growth inhibitors of human H69AR lung tumor cells; H69AR lung tumor viability, ATP luminescence, 72 h; active compounds read low; viability, % at 10 µM; 6% of 85,000 active;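 active means viability at or below 40%; inactive means viability above 40%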;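 further: multidrug resistant small cell line overexpressing MRP-1 efflux transporter; 100% = mean luminescence of untreated control wells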
# ERa SRC1 inh – blocks coactivator binding to human estrogen receptor alpha | P03372 | TR-FRET ER-alpha LBD / SRC-1 peptide, estradiol-bound | inhibition, % at 25.6 µM | 1.7% of 86,000 active | AID 629; in the data active means inhibition above about 50%;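 further: 0% = receptor plus peptide control and 100% = peptide only without receptor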
# CD11b adhes enh – increases human CD11b/CD18 adhesion to fibrinogen; P05107+P11215; K562 CD11b/CD18 adhesion to fibrinogen, ATPlite luminescence; activation, % at 10 µM; 0.07% of 93,000 active;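 active means 10 µM primary screen giving 50% or more activity, confirmed by 40% or more on retest at that dose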; further: strong numbers were not always called active
# Target sequence (P05107 whole entry, looked up, other chains not shown): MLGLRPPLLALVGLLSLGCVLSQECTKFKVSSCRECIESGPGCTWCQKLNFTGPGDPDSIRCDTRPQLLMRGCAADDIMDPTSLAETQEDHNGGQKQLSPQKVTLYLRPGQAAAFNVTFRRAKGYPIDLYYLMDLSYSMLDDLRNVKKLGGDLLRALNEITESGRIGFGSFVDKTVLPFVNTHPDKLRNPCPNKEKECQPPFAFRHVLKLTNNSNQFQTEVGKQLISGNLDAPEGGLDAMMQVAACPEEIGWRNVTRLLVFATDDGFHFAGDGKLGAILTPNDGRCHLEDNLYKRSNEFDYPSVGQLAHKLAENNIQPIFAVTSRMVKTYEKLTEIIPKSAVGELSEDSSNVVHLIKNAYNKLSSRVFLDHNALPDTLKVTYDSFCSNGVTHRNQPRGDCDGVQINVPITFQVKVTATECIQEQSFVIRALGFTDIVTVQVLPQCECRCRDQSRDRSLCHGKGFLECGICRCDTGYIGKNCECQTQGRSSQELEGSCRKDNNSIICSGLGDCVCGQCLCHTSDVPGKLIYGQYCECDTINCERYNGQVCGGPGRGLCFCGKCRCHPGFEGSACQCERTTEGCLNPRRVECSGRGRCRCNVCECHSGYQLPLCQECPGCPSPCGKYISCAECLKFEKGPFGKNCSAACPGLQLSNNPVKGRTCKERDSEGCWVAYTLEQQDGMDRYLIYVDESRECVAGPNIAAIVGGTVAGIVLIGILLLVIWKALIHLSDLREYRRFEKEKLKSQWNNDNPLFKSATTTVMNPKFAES
# CYP2C19 inhib – human CYP2C19 inhibition; 21% of 96,000 active; inhibition, % at 5 µM; P33261; CYP2C19 Supersomes, luciferin-H EGE luminescence, 30 min;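 active means CYP2C19 inhibition above a set limit at 5 µM in the primary screen, cut at about 50% in these data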;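 further: plate controls were negative control wells for no effect and 2.5 mM tranylcypromine positive control for full effect; values of inactives mirror those of a sister screen read the other way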
# CD11b adhes inh – blocks human CD11b/CD18 adhesion to fibrinogen. P05107+P11215. K562 CD11b/CD18 adhesion to fibrinogen, ATPlite luminescence; Mn2+ added to activate the integrin. inhibition, % at 10 µM. 0.54% of 93,000 active;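 active means primary inhibition of 50% or more at 10 µM, then 40% or more on retest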; further: some results filed as inactive read as strong as hits
# The depositor's hits bear a star; nt = not tested or not shown; [ ] = dose if it differs, or a comment. Rows are unselected, and some 26% of all compounds hit somewhere here.
# Start of the data: the first two records (preview)
SMILES,ERa SRC1 pot,CYP2C19 act,HUVEC prolif 384,Lung fibro prol,H69AR growth 86K,ERa SRC1 inh,CD11b adhes enh,CYP2C19 inhib,CD11b adhes inh
CCOC(=O)c1sc2ncn(/N=C/c3cccnc3)c(=O)c2c1C,121.3,0.8,85.7,95.0,96.7,-8.5,-2.5,21.4,12.3
c1ccc(-c2ccc(OCCCn3cncn3)cc2)cc1,127.7,0.3,97.3,102.6,81.6,-3.6,3.8,70.1*,-0.4

# The listing, repeating the preview:
SMILES,ERa SRC1 pot,CYP2C19 act,HUVEC prolif 384,Lung fibro prol,H69AR growth 86K,ERa SRC1 inh,CD11b adhes enh,CYP2C19 inhib,CD11b adhes inh
CCOC(=O)c1sc2ncn(/N=C/c3cccnc3)c(=O)c2c1C,121.3,0.8,85.7,95.0,96.7,-8.5,-2.5,21.4,12.3
c1ccc(-c2ccc(OCCCn3cncn3)cc2)cc1,127.7,0.3,97.3,102.6,81.6,-3.6,3.8,70.1*,-0.4
Cc1cc(N2CCN(c3ccccc3)CC2)nc(NCc2ccccc2)n1,121.0,0.9,76.1,92.9,69.9,7.7[fluorescence artefact?],-0.9,11.9,-25.4
Cc1cccc(C)c1OCC(=O)Nc1cccc(-c2nnc(-c3ccccc3)o2)c1,nt,0.5,nt,nt,nt,nt,-8.6,54.7*,8.5
CCn1c2c(c3cc(Cl)ccc31)CCCC2=O,103.5,0.9,81.6,89.9,90.5,4.3,-3.2,5.0,6.7
O=C(Cn1c(SCC(=O)N2CCc3ccccc3C2)nc2ccccc21)NC1CCCC1,100.9,nt,79.3,94.1,100.2,-1.7,nt,nt,nt
O=C(c1oc2ccccc2c1CSCc1ccccc1)N1CCN(c2ncccn2)CC1,95.1,0.4,64.5,78.7,61.9,-1.2,-2.9,62.3*,48.6
Cc1ccc(-c2noc(CCC(=O)NCCCN3CCN(c4ccc(F)cc4)CC3)n2)cc1,126.7,0.4,75.1,58.0,26.7*,-11.6,1.1,57.4*,7.2
Cc1cccc(C)c1NC(=O)C1(N(Cc2ccco2)C(=O)CC2NC(=O)NC2=O)CCCC1 (stereo not drawn),100.8,1,101.1,98.8,95.2,-7.4[fluorescence artefact?],1.5,-1.0,-17.9
Oc1sc(C=Nc2ccc(F)cc2)c2ccccc12,nt,0.9,nt,nt,nt,nt,-2.7,8.2,-10.7
OC(C#CCN1CCCCC1)c1ccccc1 (stereo not drawn),127.3,0.9,97.1,98.7,104.7,-0.8,-4.7,10.1,-2.7
O=C(CCSc1nc(-c2ccco2)cc(C(F)(F)F)n1)Nc1ccc2c(c1)OCO2,107.0,0.4,65.6,103.0,65.8,8.8,nt,64.0*,nt
CN(C)c1ccc(C(=O)c2ccc(N(C)C)c3ccccc23)cc1,95.1[fluorescence artefact?],nt,42.5,44.1*,35.8*,-0.8,nt,nt,nt
Brc1ccc(-c2cn3c(n2)CCc2ccc4cccnc4c2-3)cc1,192.4[fluorescence artefact?],0.9,64.1,96.7,57.6,-8.0,nt,5.4,nt
CC(C(=O)N1CCOCC1)N1c2cccc3cccc(c23)S1(=O)=O (stereo not drawn),70.7[fluorescence artefact?],0.2,93.9,98.8,97.6,13.7,3.2,80.5*,5.3
CN(C)c1cc2c(c(N(C)C)c1)C(=O)c1ccccc1C2=O,nt,0.9,nt,nt,nt,nt,0.7,10.7,-12.2
O=C(COc1ccccc1N1C(=O)c2ccccc2C1=O)c1ccc(Cl)cc1,nt,0.9,nt,nt,nt,nt,-2.6,6.9,-40.3
COc1ccc(NC(=O)c2cccnc2N2CCCC2)cc1,109.9,1.1,90.9,103.5,56.6,-1.8,-4.7,-5.1,-6.9
Cc1nonc1OCC(C)(COc1nonc1C)NC(=O)c1ccccc1,103.3,nt,93.4,94.6,93.9,-6.2,nt,nt,nt
COc1cc(CNCc2ccccn2)ccc1OCC(N)=O,nt,0.9,nt,nt,nt,nt,0.4,8.1,6.7
O=C(c1ccc(F)cc1)N1CCN(C2CC3CCC2C3)CC1 (stereo not drawn),113.5,0.2,99.9,94.2,95.8,4.8,-1.2,75.6*,-2.6
O=C(NCc1ccco1)C(c1ccco1)N(C(=O)Cn1nnc2ccccc21)c1ccc2c(c1)CCC2 (stereo not drawn),98.4,nt,98.8,100.9,89.8,15.8,nt,nt,nt
CCc1ccc(S(=O)(=O)NCc2cn3c(C)csc3n2)s1,nt,0.2,nt,nt,nt,nt,-0.8,77.7*,4.2
COCCN(C(=O)CN1CCc2ccccc2C1)c1c(N)n(Cc2ccccc2)c(=O)[nH]c1=O,107.6,1.2,92.1,94.5,91.0,-10.7,-3.7,-18.2,20.3
CC(NC(=O)C1CCC1)c1ccccc1 (stereo not drawn),86.9[fluorescence artefact?],0.8,99.2,99.4,101.8,-3.2,0.8,17.4,-29.1
CC1CCCC(NC(=O)CSc2nnnn2C)C1C (stereo not drawn),106.8,0.7,79.0,97.6,104.7,-11.6,-1.7,26.5,-3.1
CCSc1nnc(NC(=O)CSc2ncccn2)s1,100.2,0.9,103.0,105.0,91.2,-0.6,2.5,7.6,-9.2
CCCCCc1ccc(-c2ccc(C(=O)O)cc2)nc1,89.4,nt,93.2,105.8,35.7*,1.0,nt,nt,nt
COC(=O)C(O)(CC(=O)Nc1ccc(OC(F)(F)F)cc1)C(F)(F)F (stereo not drawn),112.5,0.9,94.7,88.3,98.5,-8.2,3.5,8.0,-12.8
CCOc1ccc(C(=O)NC2CCN(C(=O)N3CCCC3)CC2)cc1,102.6,nt,109.0,102.8,81.7,2.1,nt,nt,nt
Cn1c(=O)c(=O)n(C)c2cc(S(=O)(=O)N3CCC(Cc4ccccc4)CC3)ccc21,96.6[fluorescence artefact?],1,90.4,82.3,94.4,29.7[fluorescence artefact?],nt,-2.7,nt
CCCC1=C(C(=O)OCC)C(c2c(C)nn(-c3ccccc3)c2Cl)C(C#N)=C(N)O1 (stereo not drawn),59.6[fluorescence artefact?],0.5,93.4,98.6,75.6,9.0,1.5,50.4*,15.9
Cc1ccc(Nc2nc(N)nc(CSc3ncccn3)n2)cc1,nt,0.9,nt,nt,nt,nt,-3.5,5.8,0.1
COc1cc(OC)cc(-c2nnc(SCC(=O)N3c4ccccc4Sc4ccccc43)o2)c1,127.7,nt,70.5,73.4,41.2,0.5,nt,nt,nt
Cc1ccc(C(=O)NCCn2cc(SCC(=O)Nc3nnc(C)s3)c3ccccc32)cc1,84.4[fluorescence artefact?],0.4,73.2,94.0,78.9,8.4,-0.6,60.0*,0.5
Cc1cc(C(=O)CSc2nnnn2-c2ccc(Cl)cc2)c(C)n1CC1CCCO1 (stereo not drawn),nt,0.4,nt,nt,nt,nt,20.5,64.4*,-35.4
CCOCc1nc(N)[nH]c(=O)c1Cc1ccc(OC(C)C)cc1,102.6[fluorescence artefact?],nt,87.9,92.7,99.2,-13.2,nt,nt,nt
Cn1nc(-c2ccc(C(=O)N3CCN(CCO)CC3)cc2)c2ccccc2c1=O,97.5,1.2,96.9,99.0,100.1,10.3,-4.8,-16.0,-0.3
CCCC(=O)NCCCCNC(=O)CCC,113.5,0.9,86.2,93.9,91.9,5.3,-0.3,8.5,-14.2
O=C(O)C1CC=CCC1C(=O)NCCc1cccc(Cl)c1 (stereo not drawn),107.4,0.9,90.3,101.2,96.2,4.7[fluorescence artefact?],3.0,5.6,-4.0
CC(C)OC(=O)CC1=NC(=O)CS1,110.6,1,102.1,94.8,92.1,-4.6,-2.5,3.4,30.0
C=CCSc1nc2ccccc2n1S(=O)(=O)c1ccc(Cl)cc1,99.8,nt,99.9,98.8,98.3,26.1[fluorescence artefact?],nt,nt,nt
Cc1cc(NC(=O)c2cncc(Br)c2)no1,102.2,1,96.0,113.8,94.0,3.5,-3.5,2.1,-7.5
Cc1ccc(-n2nc3c(n2)/C(=N/O)CC/C3=N\O)cc1,106.5,nt,73.5,83.7,57.3,-12.4,nt,nt,nt
COc1cccc(C(c2nnnn2Cc2ccc(F)cc2)N2CCC(C(N)=O)CC2)c1OC (stereo not drawn),63.9[fluorescence artefact?],0.8,133.0,92.8,97.9,-29.8,2.2,20.6,-26.7
CCn1c2ccccc2c2cc(C3N=C(N)Nc4nc5ccccc5n43)ccc21 (stereo not drawn),277.3*[fluorescence artefact?],0.9,89.4,93.5,83.5,27.1,2.8,7.3,-9.9
Cc1cccc2cc(C(c3nnnn3Cc3ccccc3)N3CCN(c4ccccc4)CC3)c(=O)[nH]c12 (stereo not drawn),155.9[fluorescence artefact?],0.7,101.6,106.3,89.7,19.4[fluorescence artefact?],25.9,34.1,-20.8
CCc1ccc(NC(=O)CS(=O)CC(=O)NCC2OCCc3ccccc32)cc1 (stereo not drawn),100.9,0.5,95.5,96.6,90.7,0.1,2.2,45.9,8.3
COCC(=O)Nc1nc2n(n1)C(c1ccccc1)CC(c1ccc(OC)cc1)N2 (stereo not drawn),118.9,0.9,97.1,97.5,101.0,-5.2,-1.3,5.7,-6.4
COC(=O)c1ccc(Cn2cnc3c(sc4nc(N5CCOCC5)c5c(c43)CCCC5)c2=O)o1,202.6*,0.8,87.0,81.8,57.7,10.4,88.1,22.3,15.6
Cc1ccc(S(=O)(=O)N(C)Cc2nc(-c3ccccn3)no2)cc1,nt,1.1,nt,nt,nt,nt,-3.7,-6.9,8.1
CCC(=O)N(C)/C=C1\Sc2ccccc2C1=O,74.4,0.8,101.8,99.2,89.3,1.8,nt,20.2,nt
CC(=O)Oc1ccccc1C(=O)Oc1ccc(/C=N/n2cnnc2)cc1,83.6,0.6,97.5,103.0,95.8,-19.1,-1.5,42.7,0.5
CCCCOC(=O)C1CCC[C@@H](C)N1 (stereo partly drawn),98.9,1,109.1,101.2,100.3,-6.3,0.0,-0.5,5.9
COc1cc(-c2nc3cnccc3n2C)cc(OC)c1OC,111.5,1.1,92.5,98.8,79.6,-7.9,1.0,-6.5,3.6
CC1CCN(C(=O)CCc2ccc(S(=O)(=O)NC(C)(C)C)cc2)CC1,108.2,0.3,97.7,103.0,96.8,9.5[fluorescence artefact?],-1.1,74.2*,-4.2
Cc1occc1C(=O)Nc1cccnc1,90.6,1,92.0,98.0,88.1,-5.3,-2.6,2.7,-20.0
CCN1CCN(c2ncc(C(=O)Nc3cc(Cl)ccc3OC)c3ccccc23)CC1,95.3,0.8,19.4*,68.5,12.3*,-41.2,0.2,15.2,-1.4

# Some of the entries so far, tab-delimited.
smiles	ERa SRC1 pot	CYP2C19 act	HUVEC prolif 384	Lung fibro prol	H69AR growth 86K	ERa SRC1 inh	CD11b adhes enh	CYP2C19 inhib	CD11b adhes inh
Cc1occc1C(=O)Nc1cccnc1	90.6	1	92.0	98.0	88.1	-5.3	-2.6	2.7	-20.0
CCn1c2ccccc2c2cc(C3N=C(N)Nc4nc5ccccc5n43)ccc21 (stereo not drawn)	277.3*[fluorescence artefact?]	0.9	89.4	93.5	83.5	27.1	2.8	7.3	-9.9
Cc1cc(NC(=O)c2cncc(Br)c2)no1	102.2	1	96.0	113.8	94.0	3.5	-3.5	2.1	-7.5
COc1cccc(C(c2nnnn2Cc2ccc(F)cc2)N2CCC(C(N)=O)CC2)c1OC (stereo not drawn)	63.9[fluorescence artefact?]	0.8	133.0	92.8	97.9	-29.8	2.2	20.6	-26.7

# High-throughput results as filed in PubChem.
